# Screening results deposited in PubChem by National Center for Advancing Translational Sciences (NCATS).
# L3MBTL1 inh – inhibitors of human L3MBTL1. AlphaScreen L3MBTL1–H3K9me1 peptide binding. Potency, µM (top dose mostly 57.1 µM), inactives show at the highest dose activity, negative = inhibition, hits mostly inhibitors. 230,000 tested, 0.66% active. AID 485360; note: % is set by controls: 0 for no effect and ±100 for the full control effect; nearly all actives have a fitted effect of over 60% in size
#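 AlphaScreen proximity signal between nickel-chelate acceptor and streptavidin donor beads (final 10 ug/mL) reports binding of 50 nM L3MBTL1 to 75 nM biotin-H3 K9me1 peptide; complex incubated with compounds 30 min at room temperature; cefsulodin titration as control.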
# TRb SRC2 PPI – TRbeta-SRC2 interaction inhibition. AID 1469. P10828. 280,000 tested, 0.065% active. TRbeta-SRC2 peptide binding, fluorescence polarization; receptor liganded with 1 µM T3. Potency, µM (series often up to 106 µM), for the others: at the highest dose activity change, negative = inhibition, actives largely listed as inhibitors;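 note: plate controls were bound peptide for no effect and peptide without receptor for full effect; nearly all actives have a fitted effect of over 50% in size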
# Target sequence (P10828 whole entry, looked up): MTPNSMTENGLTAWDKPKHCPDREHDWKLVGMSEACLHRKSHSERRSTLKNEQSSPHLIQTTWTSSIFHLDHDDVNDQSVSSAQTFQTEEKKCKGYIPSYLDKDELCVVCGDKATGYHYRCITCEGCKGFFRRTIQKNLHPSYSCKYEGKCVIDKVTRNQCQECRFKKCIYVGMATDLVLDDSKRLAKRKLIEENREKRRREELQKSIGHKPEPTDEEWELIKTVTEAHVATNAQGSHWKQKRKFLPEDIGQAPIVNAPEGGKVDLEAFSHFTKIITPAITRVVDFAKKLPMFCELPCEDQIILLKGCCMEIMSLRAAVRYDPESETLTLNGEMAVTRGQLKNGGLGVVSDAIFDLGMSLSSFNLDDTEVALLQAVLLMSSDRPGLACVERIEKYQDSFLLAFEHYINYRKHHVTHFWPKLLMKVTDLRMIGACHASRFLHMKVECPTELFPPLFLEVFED
#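 Compounds were added to 0.6 uM TRb ligand-binding domain and 20 nM Texas Red-labeled SRC2 peptide in Tris buffer containing 1 uM T3, incubated 5 hr at ambient temperature, then read by fluorescence polarization.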
# RECQ1 helicase – inhibitors of human RECQ1 DNA helicase | Potency, µM (titrated, usually from 57.3 µM), without a hit: at the top dose activity, negative = inhibition, actives largely listed as inhibitors | 240,000 tested, 0.54% active | AID 2549 | RECQ1 DNA unwinding, red fluorescence kinetic read;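 note: plate controls were vehicle for no effect and no enzyme for full effect; nearly all actives have a fitted effect of over 30% in size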
# Target sequence (P46063 whole entry, looked up): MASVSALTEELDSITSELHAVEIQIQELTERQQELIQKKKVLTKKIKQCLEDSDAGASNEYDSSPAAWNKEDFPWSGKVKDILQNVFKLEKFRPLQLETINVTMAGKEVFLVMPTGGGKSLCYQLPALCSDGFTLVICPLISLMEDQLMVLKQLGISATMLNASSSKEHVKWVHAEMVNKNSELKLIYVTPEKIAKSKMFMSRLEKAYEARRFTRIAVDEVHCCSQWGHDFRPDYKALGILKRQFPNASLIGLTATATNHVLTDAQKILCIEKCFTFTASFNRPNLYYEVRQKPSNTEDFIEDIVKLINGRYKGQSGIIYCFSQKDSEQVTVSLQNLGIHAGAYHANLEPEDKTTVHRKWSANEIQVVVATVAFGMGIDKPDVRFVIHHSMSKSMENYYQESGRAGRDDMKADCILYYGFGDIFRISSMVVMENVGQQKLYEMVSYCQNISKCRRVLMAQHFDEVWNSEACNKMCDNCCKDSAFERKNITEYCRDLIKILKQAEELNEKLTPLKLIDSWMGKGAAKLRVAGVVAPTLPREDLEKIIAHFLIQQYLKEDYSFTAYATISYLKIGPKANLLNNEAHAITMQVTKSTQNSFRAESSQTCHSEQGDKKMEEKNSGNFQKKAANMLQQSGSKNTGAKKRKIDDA
#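 50 nM RECQ1T1 preincubated 15 min with compound in Tris pH 8.0 buffer with MgCl2, DTT, Tween-20 and 2.5 ug/ml poly(dI-dC); started with 200 nM TAMRA/BHQ-2 forked duplex and 2 mM ATP. Unwinding read as fluorescence (525/598 nm), two reads 2 h apart.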
# Tau fluor cs – counter-screen for tau fibril formation inhibitors | tau K18 P301L Alexa594 fluorescence, heparin fibrillization | Potency, µM (series often up to 57.7 µM), for the others: at the highest dose activity change, negative = decrease | 280,000 tested, 0.93% active; note: % is set by controls: 0 for no effect and ±100 for the full control effect; nearly all actives have a fitted effect of over 55% in size
#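 Human tau K18 P301L (15 uM unlabeled, 0.24 uM Alexa 594-labeled) in 100 mM sodium acetate pH 7 with 20 uM heparin, 6 hr at 37 C. ThT 30 uM added, 1 hr ambient; Alexa 594 FP and total fluorescence read at 555/632 nm.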
# TexasRed fluor – alters Texas Red total fluorescence, flagging assay interference; 280,000 tested, 0.29% active; Potency, µM (top dose mostly 106 µM), for the others: top-dose fluorescence change, negative = quenching; TRb/SRC2 Texas Red total fluorescence interference; active = well fitted curve in either direction with a large enough effect; inconclusive = small, poorly fitted or top-dose-only effect; note: % is set by controls: 0 for no effect and ±100 for the full control effect
#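 Flags fluorescent or light-absorbing compounds by total fluorescence, S + 2P, at 555 nm excitation and 632 nm emission. Mixture: 20 nM Texas Red SRC2 peptide, 0.6 uM human TRb LBD, 1 uM T3, 5% DMSO; compound exposure 5 h at ambient temperature.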
# HTT ATP protect – Huntington cell model cytoprotection by ATP luminescence. 230,000 tested, 0.14% active. Potency, µM (highest dose often 56.4 µM), for inactives: cytoprotection (ATP increase), most hits filed as activators. PC12 HTT-Q103 induced, cytoprotection, ATP luminescence, 40 h;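 note: % of control where 0% means no effect; nearly all actives have a fitted effect of over 45% in size; toxic huntingtin expression switched on by the ecdysone agonist tebufenozide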
#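 Quantitative HTS on tebufenozide-induced (100 nM) PC12 cells expressing HTTQ103 exon 1–GFP; compounds tested as a concentration series; survival measured via cellular ATP.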
# Tau FP inhib – tau fibrillization inhibition (FP); P10636; K18 P301L tau heparin fibrillization, Alexa594 FP, 6 h; Potency, µM (doses to about 57.7 µM), inactives show at the highest dose activity, negative = inhibition, hits mostly inhibitors; 280,000 tested, 0.39% active; note: % is set by controls: 0 for no effect and ±100 for the full control effect; nearly all actives have a fitted effect of over 55% in size
#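 Human tau K18 […] P301L fragment, 15 uM unlabeled plus 0.24 uM Alexa 594-labeled tau (final), with compound and 20 uM heparin in 100 mM sodium acetate pH 7; 6 hr at 37 C, then Alexa 594 FP read.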
# Tau ThT inhib – inhibitors of human tau fibril formation, thioflavin T binding | recombinant tau K18 P301L, heparin-induced fibrillization, ThT fluorescence | Potency, µM (series often up to 57.4 µM), for inactives: top-dose activity, negative = inhibition, usual class: inhibitors | 270,000 tested, 2.1% active | AID 1460; note: % is set by controls: 0 for no effect and ±100 for the full control effect; nearly all actives have a fitted effect of over 55% in size
#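 ThT emission at 510 nm, taken 1 hr after adding 30 uM dye, quantifies aggregates formed when 20 uM heparin acts on human tau K18 P301L for 6 hr at 37 C.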
# * = called active by the depositor; i = inactive; ? = inconclusive; nt = no result given; & = joins results of further samples; [ ] = another dose, or the depositor's remark. Unless noted, calls come from the whole dose curve; as a rule, active = well fitted curve in the direction sought with a large enough effect; inconclusive = small, poorly fitted or top-dose-only effect, or another doubt; inactive = no such curve, though single readings can be large; an effect the other way counts as inactive or inconclusive. Potency is the fitted concentration of half-maximal effect. An excerpt; rates above refer to the full screens.
SMILES,L3MBTL1 inh,TRb SRC2 PPI,RECQ1 helicase,Tau fluor cs,TexasRed fluor,HTT ATP protect,Tau FP inhib,Tau ThT inhib
O=C(NCCCN1CCOCC1)c1cc2c(s1)CSC2,1.6%,-5.4%,2.1%,-5.6%,1.6%,-9.3%[0.074 µM],-9.3%,-15.1%
CCCC(=O)C1=C(O)C(C(=O)OC)C(C)(C)CC1=Nc1ccncc1 (configuration not stated),-7.0%,-8.5%,6.5%,1.5%,-4.7%,-3.6%,-3.6%,-2.6%
Cc1ccc2c(c1)N(C(=O)Nc1cccc3c1CCCC3)CCO2,nt,-5.2%,nt,-0.9%,-1.6%,nt,-3.3%,9.4%
CSc1nnnn1-c1ccc(C)c(Cl)c1,5.8%,-4.4%,-2.1%,0.9%,-0.5%,-11.2%[0.074 µM],-4.2%,-2.0%
COc1cc(/C=N/Nc2nc(=O)[nH]nc2C)ccc1O,4.6%,-0.7%,-2.6%,8.2%,-2.9%,12.3%[10 µM],4.6%,-9.1%
COc1ccc(/C=N/NC(=O)C2c3ccccc3Oc3ccccc32)c(OC)c1,-5.4%,9.5%,1.0%,-0.4%,-1.5%,-11.5%[10 µM],-8.2%,-3.6%
COc1ccc(/C=C/C(=O)c2cc(Br)ccc2OC(=O)c2ccco2)cc1OC,-2.4%,-8.1%,-0.5%,-3.2%,-7.6%,nt,3.1%,-3.1%
CC(C)CNC(=O)C(=O)NCc1ccccc1,3.2%,0.7%,-8.7%,-2.2%[2.34 µM],-8.3%,18.6%[10 µM],-4.1%,?
CC(=O)N1[C@H](C)C=C[C@]1(Cc1ccccc1)C(=O)NCc1cc(F)cc(C(F)(F)F)c1,6.6%,-1.1%&3.3%,-5.7%,-10.6%&-16.7%,0.8%&-2.3%,-3.0%,3.3%&13.0%,-4.3%&-5.4%
COc1ccc(CCCOC(Cn2ccnc2)c2ccc(OC)cc2)cc1 (configuration not stated),nt,-4.3%&-5.8%,-9.2%,-12.8%&-2.6%,-0.6%&-0.8%,-89.6%&-92.3%[inhibitor],1.6%&-3.3%,?
CCOC(=O)c1ccc(NC(=O)CN2C(=O)CCC2=O)cc1,5.2%,-10.9%,-1.7%,-2.5%,-1.8%,17.3%[10 µM],-6.3%,-12.2%
CCCCCCCC(=O)N/N=C/c1ccncc1,-1.6%,3.0%,-2.1%,?,-0.2%,-16.3%[10 µM],-10.4%,-19.2%
COc1ccc(S(=O)(=O)N(C)c2ccc(C(=O)N3CCCCC3)cc2)cc1OC,nt,-1.4%,-5.0%,-1.9%,-1.6%,13.1%[10 µM],-0.5%,nt
COc1ccc(-c2cn3c(n2)sc2cc(C(=O)NCCc4ccccc4)ccc23)cc1,nt,-4.3%,nt,-5.3%,?,nt,9.0%,-13.9%
c1ccc(COCCN2CCN(CCOCc3ccccc3)CC2)cc1,nt,16.4%,-7.2%,-9.4%,1.3%,-7.8%[10 µM],4.1%,-5.2%
COc1ccc(-c2cc(C(F)(F)F)nc(N3CCN(C)CC3)n2)cc1,-1.9%,-0.5%,-8.0%,-11.7%,0.9%,-19.9%,-9.0%,1.7%
Cc1[nH]c(=O)[nH]c(=O)c1S(=O)(=O)N1CCN(c2ccccc2Cl)CC1,nt,-1.7%,nt,-2.7%,-12.6%,nt,?,-3.9%
Cc1cc(=O)c2cccc(Br)c2[nH]1,5.8%,-7.5%,-5.0%,2.2%,0.1%,24.4%[10 µM],4.2%,1.7%
Cc1nnc(SCCn2c(N3CCC(C)CC3)nc3c2c(=O)[nH]c(=O)n3C)s1,nt,1.7%,-0.3%,0.5%,0.8%,-22.4%,5.5%,4.2%
c1ccc(Oc2cccc(NC3=NCCC3)c2)cc1,-1.7%,-3.9%,i,-8.3%,1.5%,-16.5%[10 µM],-10.4%,0.2%
O=C(O)C1CC(=O)N(C2CCCCC2)C1c1ccccc1 (configuration not stated),nt,-4.7%,-4.4%,-0.4%,-1.6%,7.9%,-6.9%,-9.3%
O=C(CSc1ncccn1)N1CCN(C(c2ccccc2)c2ccccc2)CC1,nt,-7.8%,-11.2%,-9.2%,-3.5%,13.4%,-8.9%,-14.2%
COc1ccc(S(=O)(=O)N2CC(O)CC2C(=O)OCC(=O)Nc2ccc(Cl)cn2)cc1 (configuration not stated),nt,3.7%,i,-6.3%,0.6%,-2.4%[10 µM],-5.0%,-10.3%
Cc1[nH]c(C)c(Cl)c(=O)c1Cl,nt,-2.6%,-1.9%,-7.3%,2.0%,?,-3.1%,-4.1%
CCOc1ccc(OCCn2nnc3ccccc3c2=O)cc1,nt,6.9%,-1.7%,-14.6%,1.8%,-5.3%,-8.1%,-11.6%
COc1cccc(-c2ccc(SCC(=O)c3ccccc3)nn2)c1,3.0%,-1.6%,i,?,-4.7%,-10.2%[10 µM],-2.4%,?
O=C(O)c1c(Sc2ccccc2)c2cc(Cl)ccc2n1Cc1ccc(Cl)cc1,nt,6.1%,?,-18.2%,-2.2%,-38.4%[inhibitor],3.3%,?
Nc1nc(Br)c2ccccc2c1-c1ccccc1,148.9%[activator],1.0%,i,-27.3%,-2.0%,19.2%[10 µM],-3.6%,?
CCOc1ccc(-c2c(C)nn3c(C)c(C(=O)NCCN(C)C)cnc23)cc1OCC,nt,-0.2%,nt,-9.3%,-3.0%,nt,-8.3%,-6.5%
CCc1ccccc1N(CC(=O)N1CCN(c2ccccc2F)CC1)S(C)(=O)=O,nt,-6.6%,i,-2.6%,-0.2%,-0.5%,-2.8%,-4.0%
Cc1nc(-c2cc(-c3nc(-c4cc(C(F)(F)F)cc(C(F)(F)F)c4)no3)no2)cs1,9.0%,3.5%,4.5%,-10.5%,-3.3%,18.6%[10 µM],?,-11.5%
Cc1ccc(S(=O)(=O)NCCc2ccc(S(N)(=O)=O)cc2)cc1,nt,-0.2%,-6.0%,-9.2%,-1.0%,41.1%,-1.3%,-5.9%
CCOC(=O)C1=C(C)N(c2ccccc2)C(=O)C1CC(=O)O (configuration not stated),2.6%,-1.3%,i,-6.5%,1.2%,7.1%,-1.9%,?
Cc1nc2sc(C(c3ccccc3)N3CCN(C)CC3)c(O)n2n1 (configuration not stated),nt,0.9%,i,3.7%,-1.1%,4.6%[10 µM],-13.5%,7.0%
Cn1c(-c2ccc(-c3ccccc3)cc2)c[nH]c1=S,-3.5%,-3.6%,-2.8%,-5.0%,-4.9%,-14.7%,-1.0%,-8.4%
CC(C)C(C(=O)Nc1ncn[nH]1)N1C(=O)c2ccccc2C1=O (configuration not stated),1.0%,-5.6%,-2.2%,0.9%,-2.5%,-10.9%[1.9 µM],1.9%,-4.8%
CCn1cc(C(=O)NCc2ccco2)c(=O)c2cc(S(=O)(=O)N3CCCCCC3)ccc21,14.0%,-9.0%,-4.1%,-22.2%,2.3%,-95.0%[inhibitor][10 µM],6.0%,-8.0%
COc1ccc(C(=O)C2CCCN(Cc3cn[nH]c3-c3ccccc3)C2)cc1OC (configuration not stated),5.0%,-1.3%[53 µM],i,-9.6%,-1.7%[53 µM],18.6%[10 µM],2.0%,-7.9%
COc1ccc(/C=N\NC(=O)COc2ccccc2Cl)cc1Cn1nc(C)cc1C,1.9%,6.5%,-2.4%,-17.6%,1.2%,-15.3%,-7.2%,-11.1%
O=C(COc1ccc([N+](=O)[O-])cc1)Nc1cccnc1,10.0%,-2.2%,i,-13.2%,-0.9%,-11.4%[10 µM],-0.4%,-12.9%
COc1ccc(/C=N/NC(=O)c2ccc(O)cc2)cc1CN1CCCc2ccccc21,-28.3%,0.3%,-21.3%,14.1µM*[quencher],0.7%,-21.9%[10 µM],?,?
COc1ccc(-n2nccc2-c2nn(-c3cccc(OC)c3)c(=O)n(C)c2=O)cc1,nt,-9.0%,-14.4%,-15.6%,-1.3%,-13.2%,1.3%,-17.6%
Cc1sc2nc(-c3ccccc3)[nH]c(=O)c2c1-c1ccccc1,3.8%,-0.1%,-3.2%,4.6%,-0.9%,-5.0%[10 µM],-3.6%,3.9%
COc1ccc(/C=C2/CCCC(C(=O)C(F)(F)F)=C2O)cc1OC,4.4%,-4.4%,-1.6%,-11.1%,-0.3%,-24.4%[10 µM],-3.9%,?
CCCc1nc2ccccc2c(C(=O)OCC(=O)NCc2ccco2)c1CC,nt,11.8%,i,-18.8%,2.0%,2.4%,5.1%,-14.3%

# Single records, as listed above:
# O=C(COc1ccc([N+](=O)[O-])cc1)Nc1cccnc1 is listed with L3MBTL1 inh = 10.0%; TRb SRC2 PPI = -2.2%; RECQ1 helicase = i; Tau fluor cs = -13.2%; TexasRed fluor = -0.9%; HTT ATP protect = -11.4%[10 µM]; Tau FP inhib = -0.4%; Tau ThT inhib = -12.9%
# COc1ccc(-c2cn3c(n2)sc2cc(C(=O)NCCc4ccccc4)ccc23)cc1 is listed with L3MBTL1 inh = nt; TRb SRC2 PPI = -4.3%; RECQ1 helicase = nt; Tau fluor cs = -5.3%; TexasRed fluor = ?; HTT ATP protect = nt; Tau FP inhib = 9.0%; Tau ThT inhib = -13.9%

# Remaining list, next part:
SMILES,L3MBTL1 inh,TRb SRC2 PPI,RECQ1 helicase,Tau fluor cs,TexasRed fluor,HTT ATP protect,Tau FP inhib,Tau ThT inhib
CCc1ccc(OCC(=O)Nc2ncc3c(n2)CC(C)(C)CC3=O)cc1,nt,7.2%,18.0%,3.1%,0.6%,-8.9%[0.074 µM],8.0%,-3.9%
Cc1ccc(-n2cc(CN3CCC(CO)(Cc4ccccc4)CC3)cn2)cc1,-0.4%,0.5%,-12.7%,-8.1%,-2.4%,-9.3%[10 µM],-2.4%,-3.8%
COC(=O)c1ccc(C2C(Oc3ccccc3)C(=O)N2CCc2ccc(OC)c(OC)c2)cc1 (configuration not stated),18.0%,3.0%,-8.9%,-5.8%,0.2%,-26.6%,-5.5%,-2.7%
O=C(Cn1nnc2ccccc21)c1ccccc1,-14.0%,-1.1%,-1.7%,-0.2%,-4.6%,20.5%[10 µM],5.3%,-0.8%
Cc1cc(C)c(C)c(S(=O)(=O)N2C(=S)NC(=O)C2CC(C)C)c1C (configuration not stated),nt,-10.6%,4.2%,-17.1%,0.7%,-5.4%,-9.7%,-12.6%
